Screens as filed in PubChem.
NPY Y2 blocker: blocks the human neuropeptide Y Y2 receptor; inhibition, % at 2.7 µM; NPY-Y2 expressing cells, antagonist mode; P49146; 140,000 tested, 0.99% active; in the data active means inhibition above about 17%;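 further: 0% = vehicle with agonist challenge and 100% = reference antagonist with challenge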
Target sequence (P49146 whole entry, looked up): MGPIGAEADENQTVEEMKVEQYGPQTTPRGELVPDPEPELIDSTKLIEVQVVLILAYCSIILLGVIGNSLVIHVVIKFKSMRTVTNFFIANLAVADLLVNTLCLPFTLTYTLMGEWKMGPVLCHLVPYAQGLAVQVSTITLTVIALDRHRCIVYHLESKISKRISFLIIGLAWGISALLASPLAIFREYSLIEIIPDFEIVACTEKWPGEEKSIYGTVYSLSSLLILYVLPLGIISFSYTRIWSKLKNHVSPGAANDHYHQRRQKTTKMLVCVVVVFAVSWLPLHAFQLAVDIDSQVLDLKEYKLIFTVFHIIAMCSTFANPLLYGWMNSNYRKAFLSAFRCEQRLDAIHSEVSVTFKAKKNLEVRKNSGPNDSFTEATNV
HCT116 PTEN-null: PTEN-deleted cell growth suppression; HCT116 PTEN-null viability, CellTiter-Glo, 60 h; hits give low values; viability, % at 10 µM; 140,000 tested, 1.2% active; AID 827;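 active means viability at or below a set limit, 4 SD under the median of all tested compounds, cut at about 3.7% in these data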;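 further: PTEN knockout HCT116 line with beta catenin targeted HCT116 as companion control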
GALR2 antag: GALR2 (human) receptor antagonism | 140,000 tested, 0.39% active | O43603 | inhibition, % at 4 µM | GALR2-expressing cells, antagonist mode; in the data active means inhibition above about 27%;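 further: cells stimulated with galanin 1-16 at roughly its EC80; 0% = agonist challenge control and 100% = basal control without agonist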
Target sequence (O43603 whole entry, looked up): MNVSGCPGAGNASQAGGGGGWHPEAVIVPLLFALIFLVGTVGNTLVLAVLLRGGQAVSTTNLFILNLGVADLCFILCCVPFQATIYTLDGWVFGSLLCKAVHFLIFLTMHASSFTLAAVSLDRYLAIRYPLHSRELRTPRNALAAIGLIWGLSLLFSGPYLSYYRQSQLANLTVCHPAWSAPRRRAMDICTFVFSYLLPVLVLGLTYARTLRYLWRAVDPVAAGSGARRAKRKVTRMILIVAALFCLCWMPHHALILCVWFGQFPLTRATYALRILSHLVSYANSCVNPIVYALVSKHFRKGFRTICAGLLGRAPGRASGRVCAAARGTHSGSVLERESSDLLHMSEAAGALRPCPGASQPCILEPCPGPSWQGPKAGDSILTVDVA
BB579 growth dn: reduces growth of yeast BB579 in restrictive medium; S. cerevisiae BB579 growth, OD615, 48 h; inhibition, % at 10 µM; 140,000 tested, 0.51% active;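 active means inhibition above a set limit, 3 SD over the mean compound inhibition, cut at about 44% in these data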; further: inactives centre near -24
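Detection: OD615 turbidity measurement; Material: Saccharomyces cerevisiae DeaD strain BB579, replicative lifespan model yeast; Timing: 48 h exposure, 30 °C; Doses: single 10 µM dose; Medium: CSMM-D restrictive synthetic medium containing dextrose (glucose); Controls: amphotericin B at 10 µg/mL as positive control.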
bCat KO growth: beta-catenin-lacking colon tumor cell growth suppression | HCT116 beta-catenin knockout viability, CellTiter-Glo, 60 h; hits give low values | viability, % at 10 µM | 140,000 tested, 1.5% active;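 active means viability at or under a set limit, the compound median less 4 SD, cut at about 6% in these data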;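 further: 0% = Hyamine 1622 control at 20 µM and 100% = untreated cell control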
Phagocyt inh: inhibitors of macrophage phagocytosis | J774A.1 macrophage IgG-bead phagocytosis, imaging | inhibition, % at 5 µM | 110,000 tested, 0.07% active | AID 1029;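 active means inhibition above the mean of the plate negative controls plus 5 SD, cut at about 13% in these data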;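 further: phagocytic index as fraction of beads internalized from green versus red external bead signal; plate controls were DMSO negative control for no effect and cytochalasin-D positive control for full effect; some results beyond the cut were filed as inactive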
Measles CPE: protection of cells from measles virus | Measles virus-infected cells, CPE protection, absorbance | protection (pct of control), % at 4 µM | 140,000 tested, 1.5% active | AID 841; in the data active means protection mostly above about 24%, no sharp cut-off; inactive means mostly below about 26%; further: some compounds called inactive have numbers as strong as hits
MRP1 act: activates MRP-1 | H69AR cells + doxorubicin, viability rescue, CellTiter-Glo | viability increase, % at 10 µM | AID 799 | 140,000 tested, 0.61% active;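 active means viability gain under doxorubicin at or above a set limit, the compound median plus 3 SD, cut at about 4.7% in these data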;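 further: MRP-1 overexpressing cells given doxorubicin 25 µM after compound pretreatment; 18-22 h compound pretreatment then 72 h with doxorubicin before readout; 0% = doxorubicin-only wells and 100% = vehicle-treated cells without doxorubicin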
E-sel TNF inh: TNF alpha driven E-selectin expression inhibition; HUVEC TNFa-induced E-selectin immunofluorescence, high content; inhibition, % at 2 µM; 120,000 tested, 0.71% active; AID 1246;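 active means inhibition above the batch mean plus 3 SD, and confirmed as a hit on visual image review, cut at about 43% in these data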;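 further: 0% = TNF-stimulated DMSO wells and 100% = unstimulated control wells; not every result past the cut was called active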
Yeast lifespan up: extends the lifespan of yeast; S. cerevisiae growth with nicotinamide, OD615; deaD strain in restrictive glucose medium; 130,000 tested, 0.68% active; inhibition of the nicotinamide effect, % at 10 µM; AID 775;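 active means inhibition above a set limit, placed 3 SD over the median of all compounds, cut at about 26% in these data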;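 further: 0% = nicotinamide-treated wells and 100% = cells grown without nicotinamide; some compounds called inactive have numbers as strong as hits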
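assay system = DeaD-strain S. cerevisiae | measured by = absorbance at 615 nm | probe or stimulus = nicotinamide 1.5 mM | buffer or medium = CSMM-D glucose medium, restrictive | times = 48 h at 30 °C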
The depositor's hits bear a star; · = no result given; & = joins results of further samples.

SMILES	NPY Y2 blocker	HCT116 PTEN-null	GALR2 antag	BB579 growth dn	bCat KO growth	Phagocyt inh	Measles CPE	MRP1 act	E-sel TNF inh	Yeast lifespan up
COC(=O)CSc1nsc(SCC(=O)OC)n1	-1	89	2	32	96	1	13	0.4	·	0
CCN(CC)C(=O)CN(c1cc2c(cc1OC)oc1ccccc12)S(=O)(=O)c1ccc(C)cc1	7	87	-9	-36	85	0	15	-0.6	5	-3
C[n+]1c2n(c3ccccc31)N=C(c1ccccc1)CS2	3	14	17	-41	11	1	1	-4.5	-9	-13
COC(=O)CNc1ccc2c(c1)OCO2	1	85	1	-13	90	·	6	-0.8	8	·
COC(=O)Nc1ccc2c(c1)N(C(=O)CCN1CCOCC1)c1ccccc1S2	3	85	14	-11	88	10	6	-3.6	16	-11
CCC(=O)NC(c1ccc([N+](=O)[O-])cc1)c1c(O)ccc2ccccc12 (stereo not given)	-1	92	14	-62	81	2	11	-1.7	100*	-16
O=C(O)c1c(Cl)c(Cl)c(Cl)c(Cl)c1C(=O)N1CCOCC1	5	100	-19	-16	102	6	11	-1.0	-12	-1
COc1cc2c(N3CCOCC3)cc(O)c(CC(=O)Nc3ccccc3)c2cc1OC	-3	104	5	-89	99	1	3	-0.3	-1	4
CCOC(=O)c1c(NC(=O)C(=O)N/N=C/c2ccc(O)c(OC)c2)sc2c1CCCCC2	2	77	2	-4	79	-6	4	-0.5	·	-3
O=C(CCCCCN1C(=O)CCC1=O)Nc1ccc(Br)cc1F	-1	93	0	-47	100	·	18	-0.8	-40	-12
O=C1C2CCCN2C(=O)N1CCCCN1CCN(c2ccc(F)cc2)CC1 (stereo not given)	0	94	-3	-52	95	1	19	-0.4	·	5
Oc1ccc(NCc2ccccc2OCc2ccccc2F)cc1	3	60	25	-28	53	-4	14	-5.8	8	27*
CC(OC(=O)c1ccccc1NS(=O)(=O)c1cccc(C(F)(F)F)c1)C(=O)N(C)Cc1ccccc1 (stereo not given)	3	55	-8	-21	64	-3	3	-2.4	9	8
COc1ccc(C)cc1S(=O)(=O)Nc1cccc(Cl)c1	0	90	1	-17	87	-2	10	-0.5	18	-10
O=c1/c(=C/c2ccccn2)sc2nc3ccccc3n12	1	92	15	-53	78	-1	18	-5.7	·	-26
CCOc1nc(-c2ccccc2)ccc1-c1noc(COc2ccccc2)n1	4	98	-11	-35	108	0	11	0.4	7	-17
CC(C)(C)c1nn(-c2ccccc2)c2nc(Cl)c(C=O)cc12	2	84	1	-14	96	1	5	-2.5	-63	-1
CC(C)(C)C(=O)Nc1sc2c(c1-c1nc3ccccc3[nH]1)CCCC2	-6	95	12	-19	81	0	3	-4.0	9	-7
COc1cc(Cl)c(C)cc1NC(=O)COC(=O)/C=C/c1c(C)nn(C2CCS(=O)(=O)C2)c1Cl (stereo not given)	1	82	-1	-20	86	-1	13	-3.0	-3	-5
Cn1c(=O)[nH]c2sc3c(c2c1=O)CC(C)(C)OC3	3	100	-8	-27	107	-1	16	-0.6	19	-6
O=C(NCc1cccnc1)c1c[nH]c2cc3c(cc2c1=O)OCCO3	5	18	3	-22	24	0	15	-1.7	-12	5
COc1ccc(Oc2nnc(-c3ccc(C)cc3)c3ccccc23)cc1	5	93	-2	0	102	-4	6	0.6	-19	-5
CCC(c1nnnn1C1CCCC1)N1CCN(c2ccccc2F)CC1 (stereo not given)	4	83	-2	-16	88	2	22	-0.8	0	0
CN(C)c1cccc2c(S(=O)(=O)N3CCOCC3)cccc12	4	91	1	-90	91	-1	9	-0.8	·	5
CCOc1cccc(NC(=O)C2CC(=O)N(C)C(=Nc3cccc(F)c3)S2)c1 (stereo not given)	-4	78	-9	0	88	·	8	-2.2	·	-11

Overlap with the part before: 3 compounds, then new ones.
SMILES	NPY Y2 blocker	HCT116 PTEN-null	GALR2 antag	BB579 growth dn	bCat KO growth	Phagocyt inh	Measles CPE	MRP1 act	E-sel TNF inh	Yeast lifespan up
CCC(c1nnnn1C1CCCC1)N1CCN(c2ccccc2F)CC1 (stereo not given)	4	83	-2	-16	88	2	22	-0.8	0	0
CN(C)c1cccc2c(S(=O)(=O)N3CCOCC3)cccc12	4	91	1	-90	91	-1	9	-0.8	·	5
CCOc1cccc(NC(=O)C2CC(=O)N(C)C(=Nc3cccc(F)c3)S2)c1 (stereo not given)	-4	78	-9	0	88	·	8	-2.2	·	-11
O=C(O)c1cc2n(n1)C(C(F)(F)F)CC(c1ccco1)N2 (stereo not given)	0	102	2	-26	90	0	2	-2.7	-12	-9
O=C(c1ccccc1)N(Cc1ccccc1)c1ccccn1	2	93	-2	-36	95	-1	14	-0.5	·	-2
O=C(CN1C(=O)NC2(CCCC2)C1=O)Nc1nc(-c2ccc(F)cc2)cs1	-3	87	7	13	89	1	5	-3.1	-32	-2
Cn1c(=O)cc(SCC(=O)NCCCN2CCOCC2)c2ccc(Cl)cc21	3	96	-6	-10	96	·	12	-0.2	·	-6
CCOC(=O)c1c(C)[nH]c(C(=O)COC(=O)/C=C/c2ccc3c(c2)OCO3)c1C	3	93	6	-26	95	0	10	-2.3	-35	3
CCOc1ccc(NC(=O)c2cccs2)c([N+](=O)[O-])c1	5	78	-5	-44	72	·	4	-1.4	-18	-12
CCOC(=O)N1CCC(NC(=O)C(NS(=O)(=O)c2ccc3c(c2)CCN3C(C)=O)C(C)C)CC1 (stereo not given)	4	96	-1	-12	100	-1	41	-1.4	0	-1
CCC(CO)NCc1ccc(-c2ccccc2)cc1 (stereo not given)	7	83	-4	-41	88	-9	10	-1.1	10	7
CCCSc1nsc(SCCC)c1C#N	5	101	-8	-22	97	-1	3	-2.6	19	-7
COCc1cc(C)[nH]c(=O)c1C#N	3	90	9	4	90	0	6	-0.8	·	-14
CC1CCc2nc(NC(=O)Cc3cccs3)sc2C1 (stereo not given)	3	65	7	9	88	-2	0	2.4	-8	-12
COC(=O)C(Cc1cncn1COCc1ccccc1)NC(=O)OC(C)(C)C (stereo not given)	2	103	2	-56	100	2	3	-1.0	21	-7
OC1C[N+]2(CCCCC2)C1	6	97	0	-1	94	-1	10	-0.9	-23	-10
Cc1nc(SCC(=O)Nc2cc(Cl)ccc2[N+](=O)[O-])nc(C)c1C	2	95	6	-38	84	-10	12	-2.2	-6	7
CCn1ncc(CN2CCN(C(=O)Nc3ccccc3C(=O)OC)CC2)c1C	-2	90	-7	1	97	1	8	-3.5	-13	-10
Cc1ccc(C(=O)/C=C\NCc2ccccc2)cc1	4	88	0	-37	96	2	6	-0.4	14	26
c1ccc2[nH]c(-c3ccnc4ccccc34)nc2c1	3&3	99&95	15&-4	-44&-61	91&83	0	24&10	-4.4&-1.9	-20&18	-24&-11
N#Cc1ccc(-c2ccc(OCC(=O)NCCc3ccccc3)cc2)cc1	8	84	-15	-52	91	-6	9	0.7	·	46*
Cc1ccc(Sc2c([N+](=O)[O-])ncn2C)cc1	-1	69	0	-38	66	·	40	-4.6	-32	-23
COc1ccc(/C=C2\CCc3ccccc3C2=O)cc1Cn1cccn1	6	2.2*	2	-14	2.9*	-2	4	-2.6	-98	-1
O=C(O)c1cccc(NC(=O)c2ccc3c(c2)C(=O)N(CC2CCCO2)C3=O)c1 (stereo not given)	2	103	2	-32	91	-1	13	-1.0	13	-4
Cc1ccc(C(=O)Nc2ccc(Cl)cn2)cc1	0	40	-6	18	44	1	20	-4.8	·	-12
Cc1ccnc(SCC(=O)O)n1	1	105	0	-56	102	0	8	-0.6	·	-6
COc1ccccc1NC(=O)NCCCl	3	97	9	9	95	·	14	-1.1	9	·
CCOCCCN(CCC#N)S(=O)(=O)c1ccc(S(=O)(=O)N2CCCC2)cc1	-3	88	5	9	96	-1	27	0.5	-11	8

Next part:
SMILES	NPY Y2 blocker	HCT116 PTEN-null	GALR2 antag	BB579 growth dn	bCat KO growth	Phagocyt inh	Measles CPE	MRP1 act	E-sel TNF inh	Yeast lifespan up
O=C(CCS(=O)(=O)c1ccc(Br)cc1)NC1CCCC1	5	96	-8	-20	94	·	11	-0.9	·	0
CCN(CC)CCNS(=O)(=O)c1ccc2[nH]cc(C(=O)O)c(=O)c2c1	-1	106	-3	-46	102	0	9	0.2	·	2
CN(Cc1ccccc1)c1nc2c(c(=O)[nH]c(=O)n2C)n1CCOc1ccccc1	3	74	-13	-46	68	-1	6	-1.3	·	-5
Nc1nc(NC(=O)Cc2ccccc2)nn1-c1ccccc1	-2	81	-2	-8	90	0	5	-0.3	-2	-13
CCCCN(CC)CCCNC(=O)CS(=O)(=O)Cc1nc(-c2cccc(OC)c2)oc1C	6	89	3	-25	86	0	1	-2.1	-2	-5
CCCCSc1nnc(-c2c[nH]c3ccccc23)n1C	3	102	5	-2	106	0	6	-0.8	·	4
CC1Cc2ccccc2N1C(=O)C12CCC(C)(C(=O)C1)C2(C)C (stereo not given)	4	97	-10	-12	95	1	0	-2.2	-19	5
O=C(NCCO)c1nc(NCCO)c2ccccc2n1	3	87	5	-26	79	0	24	-1.6	-3	-3
COc1ccc(N(C(=O)Cc2cccs2)C(C(=O)NC2CCCCC2)c2cccn2C)cc1OC (stereo not given)	6	81	-15	10	94	·	22	-2.9	-2	·
O=C1c2cccc([N+](=O)[O-])c2C(=O)N1c1ccccc1	0	96	-5	-21	100	1	19	-2.1	·	-1
Cn1c(N)c(C#N)c2c(c1=S)CSC(C)(C)C2	1	101	-2	-20	102	-1	5	-2.9	·	-12
O=C(Nc1ccc(Cl)cc1F)c1cc(S(=O)(=O)N2CCCCC2)ccc1F	-2	90	-8	-59	83	0	13	-1.0	-2	10
O=C(COc1ccc(S(=O)(=O)NC2CCCCC2)cc1Cl)NCc1ccc2c(c1)OCO2	1	66	-6	23	76	-3	17	0.2	12	-5
NS(=O)(=O)c1ccc(CCNc2nc(CN3CCCCC3)nc3sc4c(c23)CCC4)cc1	2	70	-1	-22	84	-2	8	-5.9	25	-6
CCOc1ccc(N2C(=O)C(c3ccccc3)=C(c3nc4ccccc4s3)C2NC(C)=O)cc1 (stereo not given)	-1	67	14	8	62	0	33	-3.9	-10	-4
CCCc1nc2c(nnn2Cc2ccccc2F)c(=O)[nH]1	3	118	1	-53	100	·	5	-1.0	2	-8
COc1cccc(-n2nnc3c(=O)n(Cc4ccc(C)cc4)cnc32)c1	14	99	1	-23	99	0	1	-0.8	·	-5
CCNC(=S)Nc1ccc(OCC)cc1	1	97	2	1	103	-3	3	-2.9	·	2
CCN(CC)Cc1nc2c(c(=O)[nH]1)C1(CCCC1)Cc1ccccc1-2	5	96	1	-20	88	·	10	-1.3	13	-5
Cc1ccc(S(=O)(=O)NC(=O)c2cc(C)n(-c3ccc(N(C)C)cc3)c2C)cc1	3	90	-23	-44	94	-6	4	-0.3	-38	0
CCOC(CNc1c([N+](=O)[O-])c(=O)n(C)c(=O)n1C)OCC	-1	94	2	-14	94	-4	4	-0.8	·	3
C=CCNc1nc(Nc2ccc([N+](=O)[O-])cc2)nc(OCC)n1	0	95	-10	-26	93	-6	2	-0.7	7	0
O=c1c2ccccc2nnn1CSc1nnc(-c2cccs2)n1Cc1ccccc1	6	56	7	-41	59	-2	9	-3.1	-5	-3
